Screening results as filed in PubChem.
PG9 Ab binder: binds the HIV-1 gp120 antibody PG9; 360,000 compounds, 0.43% hits; inhibition, % at 6.7 µM; AID 624416; TR-FRET gp120-PG9 antibody binding; in the data active = inhibition above about 8.5%
NR1D1 modulator: modulators of human Rev-erb alpha DNA binding | P20393 | Rev-erbα–FITC-DNA binding, fluorescence polarization, 90 min | 370,000 compounds, 0.79% hits | AID 1259318 | activity, % at 10 µM;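 active = activity above about 14%, limit read from the data; passing the limit was not always enough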;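 also: 0% = DMSO wells with 35 nM protein and 100% = DMSO wells with 750 nM protein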
DAX1 inh-1: inhibitors of human orphan nuclear receptor DAX1 (NR0B1) | HEK293 Gal4-DAX1 luciferase reporter, luminescence | inhibition, % at 6.75 µM | 340,000 compounds, 0.99% hits | AID 504766;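 active = inhibition above the mean over all tested compounds plus 3 SD, cut at about 4.2% in these data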;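 also: 0% = DAX1-transfected cells with DMSO and 100% = empty-vector control cells with DMSO; inhibition shows as a rise in luminescence from relieved DAX1 repression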
Target sequence (P51843 207-470 limits assumed): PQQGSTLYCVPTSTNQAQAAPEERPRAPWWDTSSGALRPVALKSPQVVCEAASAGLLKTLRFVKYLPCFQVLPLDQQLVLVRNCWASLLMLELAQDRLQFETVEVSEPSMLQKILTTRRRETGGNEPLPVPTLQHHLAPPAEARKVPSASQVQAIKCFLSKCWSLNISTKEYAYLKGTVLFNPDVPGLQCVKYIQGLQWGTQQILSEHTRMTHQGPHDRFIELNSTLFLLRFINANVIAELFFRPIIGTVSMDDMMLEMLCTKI
DAX1 inh-2: blocks DAX1 repression of SF-1 activated StAR promoter; HEK293T StAR-luciferase reporter, SF-1/DAX-1 repression relief; inhibition, % at 6.8 µM; 370,000 compounds, 1.1% hits; AID 652010;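 active = inhibition above the mean over all tested compounds plus 3 SD, cut at about 3.6% in these data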;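 also: 0% = DAX-1 cells with DMSO and 100% = cells lacking DAX-1 with DMSO; higher inhibition means more luminescence from relief of DAX-1 repression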
SMARCA2 activ: activators of SMARCA2 function. MG213 cells, MMTV-luciferase reporter, dexamethasone, overnight. activation, % at 9.1 µM. 370,000 compounds, 1% hits; in the data active = activation above about 7.8%;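 also: 0% = vehicle wells and 100% = reference activator wells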
hgDAF12 agonist: activates the H. glycines DAF-12 receptor ligand-binding domain | HEK293 GAL4-hgDAF12 UAS-luciferase reporter, agonist luminescence; normalized to butyrate control | activation, % at 6.8 µM | 370,000 compounds, 1.8% hits;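 active = activation above a cutoff set at the mean of all screened compounds plus 3 SD, cut at about 10% in these data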;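 also: 0% = DMSO wells and 100% = sodium butyrate wells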
ssDAF-12 act: S. stercoralis DAF-12 activation, primary screen; 370,000 compounds, 1% hits; HEK293 ssDAF-12/GRIP1 lit1-tk-luc reporter, luminescence; % of 3 µM dafachronic acid response; activation, % at 6.8 µM; AID 652126;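 active = activation above the mean over all tested compounds plus 3 SD, cut at about 0.9% in these data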;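 also: 0% = DMSO-only wells and 100% = 3 µM delta7-dafachronic acid wells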
hcDAF12 agonist: H. contortus DAF-12 activation, primary screen | activation, % at 6.8 µM | HEK293 hcDAF-12 lit1-tk-luc reporter, luminescence; 0% DMSO, 100% Δ7-dafachronic acid | 370,000 compounds, 1.4% hits | AID 652067;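 active = activation above the mean of all tested compounds plus 3 SD, cut at about 5.5% in these data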;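 also: 100% = response to 3 µM Δ7-dafachronic acid high control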
PLCb3 inh: blocks human PLC-beta3 enzyme activity | Q01970 | Purified PLC-beta3, fluorogenic substrate, fluorescence | inhibition, % at 12.2 µM | 370,000 compounds, 0.18% hits; in the data active = inhibition above about 11%;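 also: 0% = median of compound wells on plate and 100% = full blocker control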
HGIII-sPLA2 inh: Inhibits HGIII-sPLA2 liposome hydrolysis, primary screen. 370,000 compounds, 0.56% hits. AID 743126. inhibition, % at 12.2 µM. Q9NZ20. QFRET BODIPY PC-A2 liposome hydrolysis, fluorescence;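 active = inhibition above mean plus 3 SD of compounds lying within the high and low control bounds, cut at about 19% in these data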;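 also: 0% = median of test compound wells and 100% = no enzyme DMSO wells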
Target sequence (Q9NZ20 whole entry, looked up): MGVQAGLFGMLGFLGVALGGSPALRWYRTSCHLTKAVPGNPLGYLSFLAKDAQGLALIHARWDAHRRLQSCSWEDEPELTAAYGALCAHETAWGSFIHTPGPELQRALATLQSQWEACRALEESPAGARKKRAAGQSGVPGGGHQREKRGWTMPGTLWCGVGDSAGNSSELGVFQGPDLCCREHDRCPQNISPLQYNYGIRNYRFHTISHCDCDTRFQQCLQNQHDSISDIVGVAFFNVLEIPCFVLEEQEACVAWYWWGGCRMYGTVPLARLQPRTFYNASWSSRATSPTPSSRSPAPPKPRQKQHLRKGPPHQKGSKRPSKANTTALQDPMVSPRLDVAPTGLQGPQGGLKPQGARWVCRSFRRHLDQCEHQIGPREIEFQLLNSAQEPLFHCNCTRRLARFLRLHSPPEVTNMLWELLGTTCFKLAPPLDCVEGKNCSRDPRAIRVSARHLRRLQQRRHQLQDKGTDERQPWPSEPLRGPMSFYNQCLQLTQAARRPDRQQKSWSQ
FXN GAA850 act: frataxin GAA850 promoter activation | 360,000 compounds, 0.56% hits | activation, % at 6 µM | AID 540364 | HEK293 lucGAA850 FXN promoter luciferase reporter, 24 h; percent of 10 µM SAHA response;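 active = activation above the average of all compounds screened plus 3 SD, cutoff fixed separately per campaign, cut at about 7.5% in these data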;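 also: 0% = DMSO wells and 100% = 10 µM SAHA wells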
Numbers without * were called inactive; · = not tested or not shown.

SMILES	PG9 Ab binder	NR1D1 modulator	DAX1 inh-1	DAX1 inh-2	SMARCA2 activ	hgDAF12 agonist	ssDAF-12 act	hcDAF12 agonist	PLCb3 inh	HGIII-sPLA2 inh	FXN GAA850 act
CN(c1ccc(C(=O)Nc2ccccc2C(=O)N2CCOCC2)cc1)S(C)(=O)=O	0.3	2	1.1	-0.6	0	-1.1	-1.2	0.1	0	9	0.6
CCN(CC)c1ccc(/C=N/O)cc1	-3.5	-3	0.1	0.4	2	-1.3	-1.9	-0.3	-12	3	4.1
CCOC(=O)c1ccccc1NC(=O)c1cccc([N+](=O)[O-])c1	-2.1	0	0.2	0.2	-4	-4.6	-1.1	-0.8	-1	5	1.6
O=C(C=Cc1ccccc1)c1cccs1	-0.7	4	0.1	-2.2	1	-0.5	-1.3	-1.7	0	-2	4.2
COCCCn1c(=S)[nH]c2sc3c(c2c1=O)CCCC3	1.4	-1	0.1	-0.2	-3	0.0	-0.9	0.6	-9	11	0.8
Cc1ccc(S(=O)(=O)NNC(=O)C2CCCCC2)cc1	3.1	-1	0.2	-0.2	-1	-0.8	-0.9	0.2	-7	-6	-0.7
COc1cccc(C(O)c2cnc(C(C)C)n2C)c1OC (stereo not drawn)	-1.2	-2	0.2	0.6	0	0.3	-1.9	-0.4	2	-2	3.2
COc1cc(/C=C/C(=O)O)cc(S(=O)(=O)Nc2ccc3cn[nH]c3c2)c1OC	-2.6	-4	1.5	0.7	2	0.1	0.2	1.4	-6	-7	0.0
COc1ccc(CCNC(=O)C(=O)NCC2OCCN2S(=O)(=O)c2ccc3c(c2)OCCO3)cc1OC (stereo not drawn)	-1.0	-3	-0.6	-5.3	-2	-4.5	-1.5	-4.6	-6	4	-0.7
CCOC(=O)c1ccc(CNC(=O)C2CCC(=O)N(CCc3ccccc3)C2)o1 (stereo not drawn)	-2.2	-6	0.4	0.2	-3	1.4	-0.4	-0.1	-7	5	-0.4
COc1ccc2c(CN(C)Cc3ccccc3)cc(=O)oc2c1	-0.3	3	·	7.2*	0	15*	0.8	2.3	-115	0	·
O=C(NC1=C(NC2CCS(=O)(=O)C2)C(=O)c2ccccc2C1=O)c1ccccc1 (stereo not drawn)	-11	1	-7.9	-4.5	-6	-1.3	-1.0	-0.3	3	-6	1.0
Cn1c(SCC(=O)NCC2CCCO2)ncc(C(=O)Nc2ccccc2)c1=O (stereo not drawn)	-0.5	-3	1.1	0.5	5	2.2	0.2	2.6	-17	3	4.2
CCOC(=O)c1c(S(=O)(=O)Nc2ccc(F)cc2C)c(C)n(C)c1C	-0.2	-6	0.1	-1.9	-1	-1.2	-1.6	-0.9	-10	-7	1.2
Cc1ccc(OCCOc2c(Cl)cc(Cl)cc2Cl)c([N+](=O)[O-])n1	·	-3	·	·	·	7.5	-1.2	1.8	1	-2	·
COc1ccc(C(=O)COC(=O)c2nc3nccc(C)n3n2)cc1F	0.1	-6	1.2	-0.1	-4	3.2	-1.5	0.1	-9	10	1.1
Clc1ccc(Cn2nc(-c3ccccc3)nc2-c2ccccc2)cc1	-2.5	-3	-1.0	0.3	2	0.3	-1.5	1.8	3	-3	3.5
O=C(Oc1cccc(C(=S)N2CCOCC2)c1)c1ccc([N+](=O)[O-])cc1[N+](=O)[O-]	0.8	2	-2.3	-0.5	-1	-1.8	-1.1	-1.8	-3	2	-0.4
Cc1ccc(-c2nc(C)sc2CC(=O)O)cc1	1.8	2	1.2	-0.3	3	0.5	-0.9	-1.4	-1	0	-1.1
COc1ccc(-c2csc(C3=C(O)CN(CCCN4CCCC4=O)C3=N)n2)cc1OC	-5.6	-1	-0.5	-0.5	0	-2.7	-1.2	-1.4	-5	4	3.0

Part of the list above, reformatted:
| smiles | PG9 Ab binder | NR1D1 modulator | DAX1 inh-1 | DAX1 inh-2 | SMARCA2 activ | hgDAF12 agonist | ssDAF-12 act | hcDAF12 agonist | PLCb3 inh | HGIII-sPLA2 inh | FXN GAA850 act |
| --- | --- | --- | --- | --- | --- | --- | --- | --- | --- | --- | --- |
| COc1ccc(C(=O)COC(=O)c2nc3nccc(C)n3n2)cc1F | 0.1 | -6 | 1.2 | -0.1 | -4 | 3.2 | -1.5 | 0.1 | -9 | 10 | 1.1 |
| Clc1ccc(Cn2nc(-c3ccccc3)nc2-c2ccccc2)cc1 | -2.5 | -3 | -1.0 | 0.3 | 2 | 0.3 | -1.5 | 1.8 | 3 | -3 | 3.5 |

The listing picks up; the four compounds before the break are reprinted first.
SMILES	PG9 Ab binder	NR1D1 modulator	DAX1 inh-1	DAX1 inh-2	SMARCA2 activ	hgDAF12 agonist	ssDAF-12 act	hcDAF12 agonist	PLCb3 inh	HGIII-sPLA2 inh	FXN GAA850 act
Clc1ccc(Cn2nc(-c3ccccc3)nc2-c2ccccc2)cc1	-2.5	-3	-1.0	0.3	2	0.3	-1.5	1.8	3	-3	3.5
O=C(Oc1cccc(C(=S)N2CCOCC2)c1)c1ccc([N+](=O)[O-])cc1[N+](=O)[O-]	0.8	2	-2.3	-0.5	-1	-1.8	-1.1	-1.8	-3	2	-0.4
Cc1ccc(-c2nc(C)sc2CC(=O)O)cc1	1.8	2	1.2	-0.3	3	0.5	-0.9	-1.4	-1	0	-1.1
COc1ccc(-c2csc(C3=C(O)CN(CCCN4CCCC4=O)C3=N)n2)cc1OC	-5.6	-1	-0.5	-0.5	0	-2.7	-1.2	-1.4	-5	4	3.0
COc1ccc(N2CC(C(=O)NCc3cccnc3)CC2=O)cc1 (stereo not drawn)	0.1	-1	-1.5	0.3	-1	-0.8	-1.2	-0.7	3	0	-1.2
CNS(=O)(=O)c1cccc(C(=O)OCc2cc(=O)oc3c(C)c(O)ccc23)c1	2.0	-3	0.0	-0.8	-5	-2.9	-1.1	-2.4	-391	-23	0.1
Cc1cc(C)n(-c2nc(SCC(=O)N3CCCC3)c3c4c(sc3n2)CCCC4)n1	-0.2	-4	2.0	-0.6	-2	-0.7	-1.1	-1.1	3	-2	1.1
C#CCn1c(S(=O)(=O)Cc2ccc(C)cc2)nc(-c2ccccc2)c1-c1ccccc1	-1.2	3	-1.7	-1.0	-1	-7.1	-1.9	-2.4	-2	-1	-2.7
CN(C)S(=O)(=O)N1CCC(Oc2ccc(C(=O)NCc3cnn(C)c3)cc2)CC1	0.7	-2	-1.7	-1.4	-3	-0.9	-1.7	-2.4	-8	1	-1.6
O=C(O)c1ccc(N/N=C/c2cccc(F)c2)cc1	-5.2	-3	0.3	6.3*	7	21*	1.2*	7.1*	-14	-3	4.4
O=C(CCNS(=O)(=O)c1ccccc1C(F)(F)F)NCCCN1CCOCC1	-1.1	-4	-0.4	-0.6	-3	2.6	-1.1	1.2	-2	-4	1.1
CC(OC(=O)c1ccc(Cl)nc1)C(=O)NC1(C#N)CCCCC1 (stereo not drawn)	1.3	-1	4.5*	-1.0	1	1.4	-0.9	-1.0	1	0	0.6
O=C(COC(=O)CCS(=O)(=O)c1ccc(Cl)cc1)NC1CCCCC1	1.2	-4	-0.9	-0.4	-1	0.3	-1.2	-0.1	2	3	1.5
Cn1c(CCN2CCCC2)nc2cc(NS(=O)(=O)c3ccc(Cl)cc3)ccc21	0.6	-5	-0.6	-0.8	-4	-4.5	-1.5	-1.6	-14	-16	2.8
COc1ccc(N2CCN(C(=O)C(=O)c3c[nH]c4ccccc34)CC2)cc1	-2.3	-1	1.8	0.4	-4	-1.4	-0.2	1.0	-2	-8	1.7
Cc1ccc(-c2nnc(SCC(=O)NC3CC3)n2N)cc1	-1.1	-5	2.1	0.1	-1	-1.6	-0.7	-1.7	-7	-6	-0.1
COCCN(CCOC)c1nc(-c2ccc([N+](=O)[O-])cc2)nc2ccccc12	-1.8	-3	0.3	0.1	-2	1.8	-1.0	1.0	-6	-3	-0.1
O=c1c(Cc2ccc(F)cc2)c(O)ccn1CC1CCCO1 (stereo not drawn)	2.0	10	0.8	1.7	0	0.9	-0.9	-0.4	-2	0	1.4
NS(=O)(=O)c1ccc(CNC(=S)Nc2ccc(F)c(Cl)c2)cc1	-1.3	0	-0.5	-0.6	-1	-1.6	-1.0	-2.0	1	-13	0.1
COc1cccc(/C=C/C(=O)OCC(=O)NCCC2=CCCCC2)c1	-0.3	7	-0.7	-0.1	-3	1.6	-1.4	0.4	-65	-13	1.2
BrC(=C\c1ccccc1)/C=N/N1CCN(Cc2ccccc2)CC1	-2.6	2	-0.4	-1.3	0	0.8	-0.9	-1.7	4	-11	1.5
O=C(C[C@H]1C/C=C\C[C@@H](Cc2ccc(F)cc2)C(=O)O[C@H](c2ccccc2)CNC1=O)NCCO	-1.1	5	-0.5	-0.2	0	-2.7	-1.2	-0.1	1	0	0.9
Cc1cc(C(=O)COC(=O)CNC(=O)c2ccc(Cl)c(Cl)c2)c(C)n1Cc1ccco1	2.6	-1	-0.5	-0.2	1	-0.2	-0.9	-0.9	-3	3	1.7
CC(CCc1ccccc1)NC(=O)CNC(=O)COc1ccccc1 (stereo not drawn)	0.1	-5	1.2	-0.2	0	-0.2	-1.9	-1.9	-3	-5	-0.7
COc1cc(S(=O)(=O)Nc2cc(C)cc(C)c2)ccc1F	0.5	10	-1.5	-0.7	-4	-1.1	-1.6	1.4	-2	-10	2.3
N#CCSc1nnc(Cc2cccs2)n1C1CCCCC1	0.8	-1	-0.2	-0.6	1	-0.2	-0.8	-1.4	-1	-7	-0.1
C(=N\Nc1nc2ccccc2s1)/c1cccs1	0.1	1	2.7	7.0*	1	16*	3.3*	20*	-34	-10	4.3
Cc1cc(/C=C(\C#N)C(=O)NCCc2c[nH]c3ccccc23)c(C)n1C	0.6	0	-0.9	-0.8	-2	-2.2	-1.5	-3.0	-30	-39	1.7
CC(=O)c1ccc2oc3ccccc3c(=O)c2c1	-0.3	-2	-0.2	0.7	4	7.5	-0.9	-1.4	5	-1	8.6*
O=[N+]([O-])c1ccc(S(=O)(=O)N2CCN=C2SCc2cccnc2)cc1	-1.8	-4	-2.2	-1.2	1	-5.8	-1.9	-3.1	3	-2	3.1
Cc1cccc(NC(=O)c2cc(-c3cc(C)cc(C)c3O)n[nH]2)c1	-0.7	5	-0.9	-0.7	-3	1.3	-1.2	-1.1	-5	-11	0.5
CCCNC(=O)c1nn2cc(Br)cnc2c1Br	0.5	0	1.4	0.0	0	1.2	-1.1	-0.4	-3	1	1.2
O=C(N[C@@H](Cc1cccnc1)C(=O)N1CCC[C@H]1C(=O)NCc1ccccc1)c1ccc(Cl)c(Cl)c1	0.0	4	·	0.9	-2	3.8	-0.6	0.0	5	0	·
CCCC(=O)NC(=S)Nc1ccc(NC(=O)C(C)C)c(OC)c1	-2.0	1	0.4	0.1	2	4.4	-1.8	-2.4	1	5	2.5
CCOC(=O)N1CCC(NC(=O)Cn2cccc2C(=O)c2ccccc2)CC1	-0.7	4	0.4	-0.1	0	0.9	-0.3	1.4	5	-2	1.4
COc1c(C)cc(Br)cc1C(=O)Nc1ccc(Cc2ccncc2)cc1	-0.9	0	-1.2	-1.7	-4	-2.7	-1.5	-3.5	-2	-17	-0.5
CC1(C)Cc2ccccc2-c2nnc(SCC(=O)N3CCc4ccccc43)n21	-3.7	7	-0.4	-1.7	-3	3.7	-1.3	-1.6	3	-4	-3.8
O=C(NCCc1ccccc1)c1c[nH]c2ccccc2c1=O	0.6	1	0.7	0.4	-1	3.1	-0.1	-0.8	11*	-13	1.7
